Compound activity: PubChem BioAssay, Sanford-Burnham Center for Chemical Genomics
ER stress death – protection against thapsigargin ER stress killing – CSM14.1 cells, ATP luminescence, primary screen; CSM14.1 thapsigargin ER stress survival; relative survival (cellular ATP), % at 15 µg/mL (by protocol); 48,000 tested, 0.33% active; AID 1010, 2008;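 active = survival measured by cellular ATP above 50% at 15 µg/ml in the first screen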;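 also: cell death triggered by about 15 µM thapsigargin; ATP read 24 h after thapsigargin was added; plate controls were thapsigargin with DMSO for no effect and DMSO without thapsigargin for full effect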
Starred values were filed as active, the others as inactive.

Start of the listing, in advance (2 entries):
Screening Cc1ccccc1C(=O)NN1CCOCC1 returned ER stress death 4.
`Cc1cccc(C(=O)Nc2sc3c(c2C(=O)N2CCCCC2)CCCCC3)c1` gave ER stress death -3.

The listing (from the top)
Screening Cc1ccccc1C(=O)NN1CCOCC1 returned ER stress death 4.
`Cc1cccc(C(=O)Nc2sc3c(c2C(=O)N2CCCCC2)CCCCC3)c1` gave ER stress death -3.
For O=C(Cc1ccc(F)cc1)NCC1CCCO1 (stereo unspecified) the results were ER stress death -2.
`O=C(NC12CC3CC(CC(C3)C1)C2)C1CC(=O)N(c2ccc(Br)cc2)C1` (stereo unspecified) gave ER stress death 4.
For O=C(NCCC(c1ccccc1)c1ccccc1)C1CCCCC1 the results were ER stress death 7.
CC1CCN(S(=O)(=O)c2cccs2)CC1 was read as ER stress death 8.
`CCOC(=O)c1c(NC(=O)c2ccc([N+](=O)[O-])cc2)sc2c1CCCCCC2` gave ER stress death 4.
Screening COc1cccc(C2C(C(=O)Nc3ccccc3)=C(C)N=c3s/c(=C\c4ccc(N(C)C)o4)c(=O)n32)c1 (stereo unspecified) returned ER stress death -2.
Screening O=S(=O)(Oc1ccc2ccccc2c1)c1ccc(F)cc1 returned ER stress death -3.
COc1ccc(Cl)cc1NC(=O)CCCOc1ccc(Cl)cc1Cl was read as ER stress death 5.
`CSc1ccc(/C=N/NC(=O)COc2c(Br)cc(Br)cc2Br)cc1` gave ER stress death 6.
`CC(C)(C)CC(C)(C)NC(=O)CSc1nc2ccccc2[nH]1` gave ER stress death 13.
`CCOC(=O)c1cnc2c(C)c(-c3ccccc3)[nH]n2c1=O` gave ER stress death -1.
`N#C/C(=N/Nc1ccc(Cl)cc1)C(=N)N1CCCCCC1` gave ER stress death 4.
CCOC(=O)C(=Cc1cc(OC)c(O)c([N+](=O)[O-])c1)C(=O)OCC was read as ER stress death 12.
Screening COc1ccc(/C=N/NS(=O)(=O)c2ccc(C(C)(C)C)cc2)c(OC)c1 returned ER stress death -2.
Screening CC(C)(C)c1ccc(OCC(=O)Nc2cccc(OC(F)(F)F)c2)cc1 returned ER stress death 0.
Screening O=c1cc(-c2ccccc2)nc(NNc2ccccc2)[nH]1 returned ER stress death 1.
`O=C(COc1ccccc1)NCCCNC(=O)COc1ccccc1` gave ER stress death 15.
Cc1nc(-c2ccccc2)sc1C(=O)Nc1cccc2ccccc12 was read as ER stress death 1.
Screening Cc1ccc(-c2csc(NC(=O)Nc3cccc(Cl)c3)n2)cc1 returned ER stress death 8.
Screening Cc1ccc2c(c1)C(C)(c1ccccc1)CC(C)(C)N2C(=O)CN1C(=O)C2CCCCC2C1=O (stereo unspecified) returned ER stress death 8.
O=C1CC(N2CCN(c3ccc(Cl)cc3)CC2)C(=O)N1c1ccc(Cl)c(Cl)c1 (stereo unspecified) was read as ER stress death 7.
`Cc1ccc(C(=O)CSc2nc3ccccc3c(=O)[nH]2)cc1C` gave ER stress death 9.
For COCC(O)Cn1c2ccccc2c2ccccc21 (stereo unspecified) the results were ER stress death 6.
For COc1cc(/C=C2/SC(=S)N(C)C2=O)cc(Cl)c1OCCOc1ccc(C(C)(C)C)cc1 the results were ER stress death 13.
`O=C(NCc1cccnc1)c1ccc(Br)o1` gave ER stress death 3.
CC(C)(C)c1ccc(C=NN2CCN(Cc3ccccc3Cl)CC2)cc1 was read as ER stress death 14.
Screening O=C1/C(=C\c2cccnc2)CN(Cc2ccccc2)C/C1=C\c1cccnc1 returned ER stress death -3.
For COc1c(Cl)cc(C(=O)Nc2cc(-c3nc4cc(Cl)ccc4o3)ccc2C)cc1Cl the results were ER stress death 10.
Cc1[nH]n(-c2ccccc2)c(=O)c1C=O was read as ER stress death -1.
Screening CC1=C(C(=O)OCc2ccccc2)C(c2ccccc2[N+](=O)[O-])CC(=O)N1 (stereo unspecified) returned ER stress death 1.
CC(C)CNc1nc(-c2ccc(Cl)cc2)nc2ccccc12 was read as ER stress death -5.
COCCCNC(=O)/C=C/c1ccc(C)cc1 was read as ER stress death -1.
For CCOc1ccc(NC(=O)CN(c2ccc(Oc3ccccc3)cc2)S(C)(=O)=O)cc1 the results were ER stress death -1.
For O=S(=O)(CCc1nc2ccccc2o1)c1ccc(Cl)cc1 the results were ER stress death 7.
For O=C(c1ccc(F)cc1)N1CCN(Cc2ccc3c(c2)OCO3)CC1 the results were ER stress death 4.
Screening COc1ccccc1-c1coc2c(CN3CCN(C)CC3)c(O)ccc2c1=O returned ER stress death 10.
For O=S(=O)(NCC(c1ccccc1)N1CCNCC1)c1ccc(Cl)cc1 (stereo unspecified) the results were ER stress death -5.
Screening O=C(COc1ccc(Cl)cc1)Nc1ccc(I)cc1Cl returned ER stress death 6.

Filtered by structure, the entries above containing two or more sulfur atoms.
CC1CCN(S(=O)(=O)c2cccs2)CC1 was read as ER stress death 8.
For COc1cc(/C=C2/SC(=S)N(C)C2=O)cc(Cl)c1OCCOc1ccc(C(C)(C)C)cc1 the results were ER stress death 13.

(list continues)
Screening O=C1C2C(C(=O)N1/N=C/c1ccc(O)cc1)C1C=CC2C12CC2 (stereo unspecified) returned ER stress death 3.
CCOc1ccc(N2C(=O)CC(SC(=NC)Nc3ccc4c(c3)OCO4)C2=O)cc1 (stereo unspecified) was read as ER stress death 12.
O=C(COc1cccc2ccccc12)NCCO was read as ER stress death -2.
`COc1cccc(CN2CCN(Cc3cccnc3)CC2)c1` gave ER stress death 4.
Screening O=[N+]([O-])c1ccc(OCC(O)Cn2cnc3ccccc32)cc1 (stereo unspecified) returned ER stress death 2.
For O=C(O)c1cccc2c1NC(c1cccc(Cl)c1Cl)C1CC=CC21 (stereo unspecified) the results were ER stress death -3.
`O=C1c2ccccc2C(=O)C1(Nc1ccccc1)c1ccc([N+](=O)[O-])cc1` gave ER stress death 2.
For CC1CN(CN2C(=O)C(=O)c3ccccc32)CC(C)O1 (stereo unspecified) the results were ER stress death 1.
Screening O=C(COc1ccccc1)Nc1ccc2nn(-c3ccc(Cl)cc3)nc2c1 returned ER stress death 13.
Screening O=C(COc1ccccc1)Nc1ccc(Br)c(Cl)c1 returned ER stress death 2.

Structural class, the entries above with a furan ring, fused or not.
Screening COc1cccc(C2C(C(=O)Nc3ccccc3)=C(C)N=c3s/c(=C\c4ccc(N(C)C)o4)c(=O)n32)c1 (stereo unspecified) returned ER stress death -2.
`O=C(NCc1cccnc1)c1ccc(Br)o1` gave ER stress death 3.

5 compounds picked at random from those above, as already listed:
O=C(COc1cccc2ccccc12)NCCO was read as ER stress death -2.
For O=C(O)c1cccc2c1NC(c1cccc(Cl)c1Cl)C1CC=CC21 (stereo unspecified) the results were ER stress death -3.
Screening O=C(COc1ccccc1)Nc1ccc2nn(-c3ccc(Cl)cc3)nc2c1 returned ER stress death 13.
`O=C1c2ccccc2C(=O)C1(Nc1ccccc1)c1ccc([N+](=O)[O-])cc1` gave ER stress death 2.
`COc1cccc(CN2CCN(Cc3cccnc3)CC2)c1` gave ER stress death 4.

More entries follow.
For CC1=CCN(C(C)(C)C)CC1=O the results were ER stress death 6.
`COc1ccc(Br)cc1/C=C/C(=O)Nc1ccc(C(C)=O)cc1` gave ER stress death 1.
For CCC1CCc2c(sc3nc(SCC(=O)NCc4ccccc4)n(-c4ccccc4)c(=O)c23)C1 (stereo unspecified) the results were ER stress death 42.
Screening NC(=O)c1ccc(NC(=O)NCCCCCCNC(=O)Nc2ccc(C(N)=O)cc2)cc1 returned ER stress death 1.
Cc1ccc2nc(-c3cccs3)c(NC(=O)c3ccc(Cl)cc3)n2c1 was read as ER stress death 0.
`COc1cc(C=NN2CCN(c3ccccn3)CC2)ccc1OCc1ccccc1` gave ER stress death -4.
`CCOC(=O)C1=C(O)/C(=C/c2ccc([N+](=O)[O-])cc2)SC1=Nc1ccc(C)cc1` gave ER stress death 8.
COc1ccc(-c2csc(-n3[nH]c(C)c(N=Nc4c(C)cccc4[N+](=O)[O-])c3=O)n2)cc1 was read as ER stress death 0.
Screening O=C(c1ccco1)N(C(=O)c1ccco1)c1cc(C(F)(F)F)ccc1Cl returned ER stress death -1.
O=C(NC(=S)N1CCOCC1)c1cccs1 was read as ER stress death 5.
`C=CCNC(=O)/C(=C\c1ccc(Cl)cc1)NC(=O)c1ccco1` gave ER stress death 3.
O=C(CCCN1C(=O)c2cccc3cccc(c23)C1=O)Nc1nc(-c2cccc([N+](=O)[O-])c2)cs1 was read as ER stress death -5.
Cc1cc(NC(=O)c2cccc3c(Br)cccc23)ccc1NC(=O)c1ccco1 was read as ER stress death -6.
Screening Fc1ccccc1N1CC(c2ccccc2)C(c2cccs2)=N1 (stereo unspecified) returned ER stress death 3.
Screening Cc1ccc(C2Nc3ccccc3NC3=C2C(=O)CC(c2ccccc2)C3)cc1 (stereo unspecified) returned ER stress death 49.
COc1cccc(C(=O)N2CCN(Cc3ccc(SC)cc3)CC2)c1 was read as ER stress death -9.
`CCOc1ccc(C(=O)c2cccc([N+](=O)[O-])c2)cc1` gave ER stress death 2.
Cc1ccc(C)c(OCc2nnc(NC(=O)c3cccs3)s2)c1 was read as ER stress death 3.
CCOc1ccc(NC(=O)CN(c2ccc(C)cc2)S(C)(=O)=O)cc1 was read as ER stress death 5.
`N=c1oc2ccc([N+](=O)[O-])cc2cc1-c1nc2ccccc2[nH]1` gave ER stress death 0.
Screening CCN(CC)c1ccc(C(=O)N2CCN(Cc3ccccc3)CC2)cc1 returned ER stress death 16.
CCOC(=O)CSc1nc2sc3c(c2c(=O)n1C1CCCCC1)CCCC3 was read as ER stress death 8.
`O=C(CCCN1C(=O)/C(=C\c2ccc(F)cc2)SC1=S)Nc1ccccc1O` gave ER stress death 1.
For O=C(Nc1ccccc1)c1ccc(CN2CCN(Cc3ccccc3)CC2)cc1 the results were ER stress death -3.
COc1cccc(-c2cc(C(=O)Nc3sc(C)c(C)c3C(N)=O)c3ccccc3n2)c1 was read as ER stress death 0.
C=CCN1C(=O)/C(=C\c2ccc(-c3ccc(C(=O)OCC)cc3)o2)C(=O)NC1=S was read as ER stress death 12.
For O=C(Nc1ccc(Oc2ccccc2)cc1)C(F)(F)F the results were ER stress death -3.
`COc1cc(OC)c(OC)cc1/C=N/NC(=O)c1cc(C)[nH]n1` gave ER stress death 11.
COc1ccc(/C=N/n2cc(-c3ccc(Cl)cc3)nc2N)cc1 was read as ER stress death -6.
For COc1ccc(OCC2CNC(=O)O2)cc1 (stereo unspecified) the results were ER stress death -1.
For CCOc1ccc(C(=O)Nc2ccc(N3CCOCC3)cc2)cc1Cl the results were ER stress death -1.
For Cc1ccc(S(=O)(=O)/N=C2\C=C(n3cnc4ccccc43)C(=O)c3ccccc32)cc1 the results were ER stress death -9.
C=COCCNC(=O)C(=O)Nc1ccc(OC)cc1 was read as ER stress death -3.
`O=C(O)c1ccc(NC(=O)c2ccc3c(c2)C(=O)N(c2ccc([N+](=O)[O-])cc2)C3=O)cc1` gave ER stress death -7.
Screening CC(=O)Nc1ccc2nc(-c3ccc4nc(NC(C)=O)sc4c3)[nH]c2c1 returned ER stress death 8.
Screening COC(=O)CN(c1cccc(Br)c1)S(C)(=O)=O returned ER stress death -3.
For O=C(O)c1ccc(-c2cc([N+](=O)[O-])ccc2F)o1 the results were ER stress death -4.
For CC1(C)CC(=O)C=C(NCCN2CCN(C(=S)Nc3ccccc3)CC2)C1 the results were ER stress death 11.
Screening Cc1ccc2nc(NC(=O)CCc3ccccc3)sc2c1 returned ER stress death 0.
For COc1cc(C2N(Cc3ccccc3)CCN2Cc2ccccc2)ccc1O the results were ER stress death -9.
Screening c1ccc(Cn2ncc3c(N4CCN(c5ccccn5)CC4)ncnc32)cc1 returned ER stress death -1.
Screening Cc1ccc(C(=O)O/N=C(\N)c2cccnc2)cc1[N+](=O)[O-] returned ER stress death 6.
For O=C1c2ccc(S(=O)(=O)c3ccc4c(c3)C(=O)N(c3nccs3)C4=O)cc2C(=O)N1c1nccs1 the results were ER stress death 9.
For COc1ccc(C(=O)O/N=C2/C(=O)N(C)c3ccccc32)cc1[N+](=O)[O-] the results were ER stress death 3.
CCOC(=O)c1nc2ccccc2[nH]c1=O was read as ER stress death 6.
Cc1ccc2nc(N/N=C\c3ccc([N+](=O)[O-])o3)nc(-c3ccccc3)c2c1 was read as ER stress death -1.
O=C(NCCO)/C(=C/c1ccc(Br)cc1)NC(=O)c1cccs1 was read as ER stress death 2.
For CC(c1ccccc1)N1C(=O)C(=Cc2c(NCC3CCCO3)nc3ccccn3c2=O)SC1=S (stereo unspecified) the results were ER stress death -1.
Screening O=C(O)c1ccc(NC(=O)c2ccc3c(c2)C(=O)N(c2ccc(C(=O)O)cc2)C3=O)cc1 returned ER stress death 8.
For O=C(NN1C(=O)/C(=C/c2ccc(O)cc2)SC1=S)c1ccccc1O the results were ER stress death 5.
Screening COc1ccc(C(=O)Nc2sc3c(c2C#N)CCCCC3)cc1 returned ER stress death 2.
Cc1cccc(N=Cc2ccc(OC3CSC3)cc2)c1 was read as ER stress death 5.
Screening CC(C)(c1cc(Cl)cc(Cl)c1)N1C(=O)C2=C(CCCC2)C1=O returned ER stress death 2.
For CCOC(=O)c1ccccc1NC(=O)CN(c1ccc(F)cc1)S(=O)(=O)c1ccccc1 the results were ER stress death 9.
Screening COc1cc(NC(=O)CCc2ccccc2)cc(OC)c1 returned ER stress death 4.
Screening CC1=C(C#N)c2nc(N)c(C#N)c(C)c2/C1=C/c1ccc(-c2ccccc2[N+](=O)[O-])o1 returned ER stress death 0.
Screening Cc1ccc(Nc2cc(=O)n(C)c(=O)[nH]2)cc1C returned ER stress death 6.
Screening COC(=O)c1cc(=O)[nH]c(Nc2nc3ccccc3o2)n1 returned ER stress death 0.
O=C(N/N=C/c1cccs1)C1CC(=O)N(c2ccc(Cl)cc2)C1 (stereo unspecified) was read as ER stress death 0.
`CS(=O)(=O)N(CC(=O)N1CCCC1)c1cccc(C(F)(F)F)c1` gave ER stress death 0.
CCc1c(C)c2ccc(OCC(=O)c3ccccc3)cc2oc1=O was read as ER stress death -5.
For COc1ccc([N+](=O)[O-])cc1N1C(=O)C2C3c4ccccc4C(C(C)=O)(c4ccccc43)C2C1=O (stereo unspecified) the results were ER stress death 0.

Only part of the results is shown; count on the stated rates, not on these rows.
